# Cdc42 wt GTP: changes GTP binding to wildtype human Cdc42 | P60953 | GST-Cdc42 beads, Bodipy-GTP binding, flow cytometry; actives lie on both sides | percent activity (GTP binding), % at 10 µM | actives 0.2% (n = 190,000) | AID 761;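 active = percent activity GTP binding at least 20 points away from the 100% baseline, either down as inhibitor or up as activator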;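 note: median bead fluorescence of bound Bodipy-FL-GTP at 100 nM; 0% = excess unlabeled GTP control and 100% = no compound control; below 100% means less GTP binding so inhibitor and above means activator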
# Target sequence (P60953 whole entry, looked up): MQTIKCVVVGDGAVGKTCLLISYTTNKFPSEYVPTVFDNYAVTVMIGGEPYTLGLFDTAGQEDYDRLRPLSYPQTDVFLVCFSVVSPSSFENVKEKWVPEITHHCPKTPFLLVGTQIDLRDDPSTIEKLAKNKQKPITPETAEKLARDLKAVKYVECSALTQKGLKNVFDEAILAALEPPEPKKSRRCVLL
# Rab7 wt modul: dog Rab7 wildtype GTP binding, inhibitors and activators | GTP binding activity (percent of control), % at 10 µM | GST-Rab7 beads, fluorescent GTP binding, flow cytometry; actives lie on both sides; untreated = 100%, excess cold GTP = 0% | actives 0.055% (n = 190,000);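 active = fluorescent GTP binding to Rab7 beads changed by at least 20 points from the 100% baseline, either direction, mostly lower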;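 note: median green fluorescence of bound Bodipy-FL-GTP per Rab7 bead population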
# ABCG2 inh: blocks JC-1 efflux by human ABCG2 transporter. IgMXP3 cells, flow cytometry. inhibition, % at 6.6 µM. actives 0.1% (n = 190,000);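 active = inhibition above 80%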;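 note: 0% = DMSO and 100% = nicardipine control wells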
#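 Measure – % inhibition of efflux relative to nicardipine and DMSO · Test system – ABCG2 IgMXP3 and barcoded ABCB1 CCRF-Adr cell mix · Control set – nicardipine as high control, DMSO as low control · Compound – one concentration, 6.6 µM final · Signal – flow cytometry of retained JC-1 fluorescence · Timing – 10 min exposure at 25 °C with rotation, no wash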
# Rab2A wt mod: changes GTP binding to wildtype dog Rab2A, up or down; AID 760; GST-Rab2 wt beads, Bodipy-GTP binding, flow cytometry; actives 0.19% (n = 190,000); GTP binding activity, % at 10 µM;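 active = GTP binding activity at least 20 points away from 100%, either lowered or raised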;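 note: 0% = beads with excess unlabeled GTP and 100% = no-compound control corrected for plate trend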
# Pf gametocyte: inhibitors of late stage P. falciparum gametocyte viability; P. falciparum stage V gametocytes, ATP luminescence, 24 h; inhibition, % at 10.9 µM; actives 0.065% (n = 150,000); AID 743093;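 active = inhibition above the mean plus 3 SD of compounds within the control limits, set per campaign, cut at about 38% in these data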;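 note: 0% = DMSO wells and 100% = medium only without gametocytes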
# Rac1 wt modul: modulators of human Rac1 wildtype GTP binding; actives 0.27% (n = 190,000); GTP binding activity (% of control), % at 10 µM; P63000; GST-Rac1 beads, fluorescent GTP binding, flow cytometry; actives lie on both sides; 0 = cold GTP competed, 100 = untreated; AID 757;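 active = GTP binding activity at least 20 points away from the 100% control level, either lower or higher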
# ABCB1 block: inhibitors of human ABCB1 transporter, ABCG2 counter-screen. P08183. CCRF-Adr cells, JC-1 efflux, flow cytometry. inhibition, % at 6.6 µM. actives 0.067% (n = 190,000). AID 1326; in the data active = inhibition above about 40%;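 note: 0% = vehicle and 100% = reference inhibitor; higher value means more JC-1 retained so stronger ABCB1 efflux block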
# Mcl1-Noxa inh: disrupts binding of human Mcl-1 to Noxa peptide; Q07820; TR-FRET Mcl-1/Noxa peptide binding, 2 h; inhibition, % at 21.7 µM; actives 1.5% (n = 220,000); AID 1022;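 active = compounds that cut the protein-peptide binding signal by more than 50% relative to plate controls in a single-dose test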;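 note: His-tagged Mcl-1 with rhodamine Noxa BH3 peptide and terbium anti-His antibody; 0% = Mcl-1 plus Noxa peptide wells and 100% = peptide-only wells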
# Target sequence (Q07820 whole entry, looked up): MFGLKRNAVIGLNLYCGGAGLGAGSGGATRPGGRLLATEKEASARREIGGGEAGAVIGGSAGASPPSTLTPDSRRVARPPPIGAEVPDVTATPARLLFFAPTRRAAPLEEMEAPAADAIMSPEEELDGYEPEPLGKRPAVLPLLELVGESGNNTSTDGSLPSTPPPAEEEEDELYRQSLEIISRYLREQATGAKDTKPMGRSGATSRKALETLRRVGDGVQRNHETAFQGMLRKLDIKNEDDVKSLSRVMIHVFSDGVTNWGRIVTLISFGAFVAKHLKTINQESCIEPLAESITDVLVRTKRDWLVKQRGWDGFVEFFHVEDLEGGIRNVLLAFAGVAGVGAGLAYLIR
# Rac1 act GTP bind: modulators of GTP binding to human Rac1 activated mutant; GST-Rac1 activated beads, fluorescent GTP binding, flow cytometry; actives lie on both sides; 100% means binding = to untreated wells; P63000; actives 0.11% (n = 190,000); AID 764; percent activity (GTP binding), % at 10 µM;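 active = GTP binding at least 20 percentage points away from the 100% baseline, in either direction, so actives lie on both sides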
# Avidin bead fluor: compound fluoresces at 488/530 nm on avidin beads; fluorescence (KMESF) at 10 µM; actives 0.38% (n = 220,000); AID 1775; compound fluorescence 488/530 nm, flow cytometry; hits give high values; in the data active = fluorescence above about 47; note: inactives centre near 10
# HRas wt GTP bind: changes GTP binding to wildtype human HRas; actives 0.14% (n = 190,000); GTP binding activity, % at 10 µM; GST-Ras wt beads, Bodipy-FL-GTP binding, flow cytometry; actives lie on both sides; P01112;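 active = GTP binding activity at least 20% away from the 100% baseline, either lowered as inhibitor or raised as activator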;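 note: 0% = unlabeled GTP competition control and 100% = no-compound control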
# Target sequence (P01112 whole entry, looked up): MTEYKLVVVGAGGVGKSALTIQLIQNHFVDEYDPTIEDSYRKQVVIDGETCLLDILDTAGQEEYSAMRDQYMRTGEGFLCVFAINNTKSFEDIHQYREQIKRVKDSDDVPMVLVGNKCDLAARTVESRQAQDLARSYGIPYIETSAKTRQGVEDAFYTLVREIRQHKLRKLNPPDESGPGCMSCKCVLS
# An asterisk follows results filed as active; . = not tested or not shown.
# Start of the listing, in advance (two entries):
SMILES,Cdc42 wt GTP,Rab7 wt modul,ABCG2 inh,Rab2A wt mod,Pf gametocyte,Rac1 wt modul,ABCB1 block,Mcl1-Noxa inh,Rac1 act GTP bind,Avidin bead fluor,HRas wt GTP bind
CCOC(=O)c1nnc(-c2ccccc2)nc1NCc1ccc(Cl)cc1,99,98,20,98,-8,99,2.2,-8,96,25,97
CCC(=O)Nc1ccc(C(=O)Cn2nc(C(=O)O)c3ccccc3c2=O)cc1,95,91,-2,96,28,91,-2.8,56*,93,13,95

# Main list, from the start:
SMILES,Cdc42 wt GTP,Rab7 wt modul,ABCG2 inh,Rab2A wt mod,Pf gametocyte,Rac1 wt modul,ABCB1 block,Mcl1-Noxa inh,Rac1 act GTP bind,Avidin bead fluor,HRas wt GTP bind
CCOC(=O)c1nnc(-c2ccccc2)nc1NCc1ccc(Cl)cc1,99,98,20,98,-8,99,2.2,-8,96,25,97
CCC(=O)Nc1ccc(C(=O)Cn2nc(C(=O)O)c3ccccc3c2=O)cc1,95,91,-2,96,28,91,-2.8,56*,93,13,95
Cc1cc(NC(=O)CCCC(=O)N(CC(=O)NC2CCCCC2)c2ccccc2)no1,105,106,8,103,.,106,1.1,15,100,11,103
CCN1CCN(c2ccc(NC(=O)c3ccc4c(c3)[nH]c(=O)n4Cc3ccc(OC)cc3)cc2)CC1,99,104,13,98,-13,102,0.6,25,100,6,100
O=C(Nc1nc2ccccc2n1CCN1CCCCC1)c1ccco1,105,102,13,100,-9,105,0.5,3,99,13,100
Cc1cc2cc(CNC(=O)CC(C)C)ccc2n1C,100,101,5,100,-21,106,1.4,0,98,11,101
O=C(CSc1nc2c(sc3ccccc32)c(=O)n1Cc1ccco1)NCC1CCCO1 (stereo unspecified),96,96,6,94,.,97,2.4,15,95,6,95
Cn1ccc(C(=O)Oc2ccc(C(=O)Nc3ccc(F)cc3F)cc2)n1,95,96,2,97,.,96,0.7,22,96,6,94
CCNC(=O)CN(c1ccc(Cl)cc1)S(=O)(=O)c1ccccc1,102,104,5,101,16,104,1.6,18,97,32,101
COc1ccc(CC(=O)OCC(=O)Nc2c(C)n(C)n(-c3ccccc3)c2=O)cc1,101,96,0,99,.,108,0.0,9,97,14,101
CCN(CC)C(=O)Cn1c(=O)n(-c2ccc(CC(=O)NCc3ccccc3)cc2)c(=O)c2sccc21,100,97,12,96,-6,100,1.5,1,96,13,99
COC(=O)c1cc(OC)c(OC)cc1NC(=O)C1CCC(=O)N1S(=O)(=O)c1ccc(C)cc1 (stereo unspecified),101,98,-4,100,.,101,-1.0,1,99,6,101
Cc1oc(-c2ccc(Cl)cc2)nc1CN1CCC(C(=O)NCc2cccnc2)CC1,97,93,2,92,.,95,0.2,9,93,8,94
O=C(COc1cccc(-n2cnnn2)c1)NC1CCCCC1,97,96,1,96,13,99,-0.1,12,97,5,96
c1ccc2c(-n3cccn3)cccc2c1,100,98,4,101,.,101,0.9,11,97,8,101
Cc1cccc(C)c1-n1c(C)nn(CC2CC2)c1=O,96,101,0,97,-9,95,0.0,2,93,10,97
Cc1ccccc1C(=O)NC1CC(C)(C)NC(C)(C)C1,104,99,-1,100,.,103,-0.1,-3,96,22,102
O=C(CN1C(=O)c2ccccc2C1=O)NNC1=NS(=O)(=O)c2ccccc21,104,97,-8,101,-12,103,0.4,6,99,11,99
C=CCn1c(=N)c(C(=O)NCCCOC)cc2c(=O)n3cc(C)ccc3nc21,108,105,3,109,.,107,0.7,15,103,20,110
CCCc1cc(=O)oc2cc(OCC(=O)N3CCc4ccccc43)ccc12,99,96,1,97,.,98,0.0,-35,96,11,98
COC(=O)c1cc(Br)c(=O)n(Cc2ccncc2)c1,97,98,3,96,.,97,0.2,-6,95,8,98
COCC(=O)N/N=C/c1ccc(Sc2nc3ccccc3s2)o1,102,100,3,103,-21,98,1.0,19,98,13,102
Cc1cccc(C)c1-n1c(C)cc(/C=C2\NC(=O)NC2=O)c1C,105,102,1,105,4,106,-0.3,20,99,22,104
CCOC(=O)c1sc(NC(=O)c2ccc(S(=O)(=O)N(C)C)cc2)cc1C,96,97,-1,92,15,95,-0.5,9,94,4,94
Cc1nn(C)c(C(=O)N2CCc3ccccc32)c1Cl,101,97,1,97,24,103,0.3,-13,96,6,97
CC(C)NC(=O)C(=O)NCCN1CCN(S(=O)(=O)c2ccc(Cl)cc2)CC1,107,107,4,103,.,111,0.3,1,100,10,103
O=C(c1ccccc1)N(CCN1CCOCC1)C1(C(=O)Nc2ccccc2)CCCCC1,94,99,4,96,.,93,1.3,19,93,15,97
O=C(NCc1ccccc1)c1cccc(NC(=O)c2ccco2)c1,102,98,5,99,.,101,0.8,0,96,23,98
CSC(=S)N/N=C(\C)c1ccc(Br)cc1,97,100,11,97,15,96,0.7,-34,93,11,97
CN(C(=O)CC(NC(=O)c1ccccc1)(c1ccccc1)c1ccccc1)c1ccccc1,97,100,3,96,.,97,1.9,0,98,13,97
FC(F)(F)c1nnc2c(Sc3ccccc3)nc3ccccc3n12,103,102,5,101,-34,110,0.2,-1,100,7,103
CC(=O)OCCNc1cc(SCc2ccco2)c2nonc2c1[N+](=O)[O-],97,101,8,98,.,98,1.6,32,97,11,99
COc1ccc(NC(=O)c2ccc(OC(F)F)cc2)cc1Cl,102,101,1,104,-17,107,0.2,19,99,1,102
CC(=O)Nc1ccc(NC(=O)c2ccccc2N(C)S(C)(=O)=O)cc1,102,102,1,102,.,101,0.4,-1,100,6,101
C=CCn1c(SCc2csc(C)n2)nc2sc3c(c2c1=O)CCCCC3,95,98,-2,95,.,92,1.2,-8,94,10,93
CCOc1ccccc1-c1ccc(C(=O)NCc2ccccc2)o1,101,92,4,95,.,100,0.1,5,99,9,95
COC(=O)c1nnn(-c2ccccc2)c1N,103,104,2,99,.,102,0.3,0,98,23,100
O=C(Nc1ccccc1)N1C2CCC1CC(O)(c1cccnc1)C2 (stereo unspecified),98,97,0,102,.,100,0.3,-5,104,10,102
Cc1ccc2[nH]c(=O)c(C3=NN(C(=O)CCC(=O)O)C(c4cccs4)C3)c(-c3ccccc3)c2c1 (stereo unspecified),96,97,-2,94,-26,99,-0.2,2,95,13,98
Cc1nc2ccccc2cc1C(=O)N/N=C/c1ccc([N+](=O)[O-])cc1,103,101,15,102,22,105,.,9,103,2,102
O=C(O)C1CC=CCC1C(=O)Nc1ccc(Oc2ccc(Cl)cc2)cc1 (stereo unspecified),95,97,-2,94,24,98,-0.3,0,97,5,96
Cc1ccc(NC(=O)C(C)N2C(=O)C3CC=C(Cl)CC3C2=O)cc1 (stereo unspecified),101,95,1,99,1,102,0.1,6,100,37,100
CN1CCN(C(=O)Cn2c(C(F)(F)F)nc3ccccc32)CC1,98,93,2,95,.,97,0.7,2,97,9,97
Cc1cccc(C)c1OCC(=O)Nc1ccc(N2CCOCC2)cc1,94,95,1,92,.,97,-0.1,9,95,11,94
CCN(CC)S(=O)(=O)c1cccc(C(=O)Nc2cc(C)nn2-c2ccccc2)c1,101,97,2,95,.,97,0.2,-10,96,6,94

# Compound profiles, as listed above. Order of screens: Cdc42 wt GTP	Rab7 wt modul	ABCG2 inh	Rab2A wt mod	Pf gametocyte	Rac1 wt modul	ABCB1 block	Mcl1-Noxa inh	Rac1 act GTP bind	Avidin bead fluor	HRas wt GTP bind
# `FC(F)(F)c1nnc2c(Sc3ccccc3)nc3ccccc3n12` in the list: 103	102	5	101	-34	110	0.2	-1	100	7	103
# `CC(=O)OCCNc1cc(SCc2ccco2)c2nonc2c1[N+](=O)[O-]` in the list: 97	101	8	98	.	98	1.6	32	97	11	99
# `CCN(CC)S(=O)(=O)c1cccc(C(=O)Nc2cc(C)nn2-c2ccccc2)c1` in the list: 101	97	2	95	.	97	0.2	-10	96	6	94
# `COc1ccc(NC(=O)c2ccc(OC(F)F)cc2)cc1Cl` in the list: 102	101	1	104	-17	107	0.2	19	99	1	102
# `Cc1cccc(C)c1OCC(=O)Nc1ccc(N2CCOCC2)cc1` in the list: 94	95	1	92	.	97	-0.1	9	95	11	94

# (cont.)
SMILES,Cdc42 wt GTP,Rab7 wt modul,ABCG2 inh,Rab2A wt mod,Pf gametocyte,Rac1 wt modul,ABCB1 block,Mcl1-Noxa inh,Rac1 act GTP bind,Avidin bead fluor,HRas wt GTP bind
O=C(NCc1ccco1)c1ccccc1-c1ccc(C(F)(F)F)cc1,102,102,6,101,.,99,1.7,-13,100,11,100
O=C(NCCCO)C(=O)NCCc1ccc(Cl)cc1,102,100,4,98,-9,103,0.3,4,98,16,100
Cc1c(NC(=O)C(C)Sc2ccccc2)c(=O)n(-c2ccccc2)n1C (stereo unspecified),101,103,1,101,24,104,1.0,-8,99,7,101
COc1ccc(CN2CCS(=O)(=O)CC2)cc1OC,98,102,2,98,4,102,0.4,-4,96,9,97
CCOCC(=O)Nc1cc(C(=O)Nc2cccc(C)c2C)ccc1Cl,103,106,0,104,13,105,0.0,-11,99,22,102
CCC(=O)n1nc(-c2ccccc2)nc1NCc1ccccc1,97,92,6,91,-9,92,0.7,.,92,10,96
COc1ccc(C2N(C(=O)c3ccccc3)CCN2C(=O)c2ccc(C)cc2)cc1 (stereo unspecified),99,100,3,97,-16,100,2.3,16,98,42,100
Cc1cc(C(=O)N/N=C/c2ccc(O)c([N+](=O)[O-])c2)n[nH]1,98,99,10,94,-1,100,0.6,23,96,8,95
COc1cccc(C(=O)NC(=S)Nc2ccc([N+](=O)[O-])cc2C)c1,101,98,17,101,-7,100,0.6,-8,100,12,100
O=C(NCc1cccs1)C1CCN(c2nc3ccccc3o2)CC1,96,100,21,98,.,98,1.6,6,97,20,96
C#Cc1cccc(NC(=O)C2CCN(C(C)=O)CC2)c1,100,96,2,98,.,98,0.6,1,95,3,98
CC(OC(=O)Cc1coc2ccc3ccccc3c12)C(=O)Nc1ncc(Cl)cc1Cl (stereo unspecified),.,.,5,.,-18,.,0.5,-2,.,0,.

# Screens (PubChem)
